Ba/F3 V617F tox: loss of viability in JAK2V617F-driven Ba/F3 cells | Ba/F3 EpoR-JAK2V617F viability, ATP luminescence | AID 1446 | inhibition, % at 5.6 µM | 220,000 tested, 1.1% active;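 active = inhibition above the campaign mean plus 3 SD over all tested compounds, cut at about 24% in these data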;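 note: cytokine-independent growth of Ba/F3 cells driven by EpoR plus mutant JAK2; 0% = DMSO-treated cells and 100% = JAK inhibitor I control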
BaF3 tox: counter-screen for JAK2V617F inhibitors: parental Ba/F3 viability inhibitors; CellTiter-Glo ATP luminescence; inhibition, % at 5.6 µM; 220,000 tested, 1.1% active; AID 1486;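 active = inhibition above a per-campaign cutoff, the mean inhibition of all tested compounds plus 3 SD, cut at about 27% in these data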;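 note: 0% = DMSO wells and 100% = JAK Inhibitor I control wells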
CHOP inhibitor: CHOP inhibition in unfolded protein response; 220,000 tested, 3.8% active; CHO-K1 CHOP-promoter luciferase, tunicamycin-induced, 15-18 h; inhibition, % at 10 µM;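 active = compounds that reduced the stress-induced luciferase reporter signal by more than about 70% of percent inhibition, limit read from the data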;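 note: 0% = tunicamycin plus vehicle and 100% = wells without tunicamycin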
NPY2 pot ag: human NPY-Y2 potentiation or agonism, primary screen | P49146 | activation, % at 3.6 µM | 220,000 tested, 0.45% active | cells expressing NPY-Y2, potentiator/agonist read-out; in the data active = activation above about 27%;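 note: cells stimulated with NPY near EC25 plus isoproterenol at EC100; 0% = vehicle plus submaximal agonist and 100% = vehicle plus saturating agonist; some results beyond the cut were filed as inactive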
Target sequence (P49146 whole entry, looked up): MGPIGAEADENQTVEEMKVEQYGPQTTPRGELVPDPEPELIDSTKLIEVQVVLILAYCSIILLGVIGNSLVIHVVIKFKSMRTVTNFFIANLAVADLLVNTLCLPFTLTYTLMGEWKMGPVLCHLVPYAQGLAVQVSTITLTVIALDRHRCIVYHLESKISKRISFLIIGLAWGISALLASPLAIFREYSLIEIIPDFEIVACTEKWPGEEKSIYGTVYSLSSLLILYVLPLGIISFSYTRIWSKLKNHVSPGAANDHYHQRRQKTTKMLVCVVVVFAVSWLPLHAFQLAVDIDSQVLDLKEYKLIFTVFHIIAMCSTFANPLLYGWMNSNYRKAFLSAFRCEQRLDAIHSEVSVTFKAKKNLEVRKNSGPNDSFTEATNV
p47phox inh: inhibitors of human p47phox binding; P14598; p47phox/p22phox peptide binding, fluorescence polarization, 2 h; inhibition, % at 24.7 µM; 220,000 tested, 0.53% active;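 active = inhibition above about 30%, limit read from the data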;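 note: 0% = p47phox with labelled peptide and 100% = labelled peptide alone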
S1P4 ag: activates the human S1P4 receptor. activation, % at 4.98 µM. AID 1509. S1P4-expressing cell line, agonist reporter assay. 220,000 tested, 0.35% active; in the data active = activation above about 11%;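 note: 0% = DMSO vehicle and 100% = reference agonist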
NPY1 pot ag: potentiates or activates human NPY-Y1 receptor; activation, % at 3.6 µM; AID 1304; 220,000 tested, 0.37% active; NPY-Y1 expressing cells, potentiator/agonist activation; in the data active = activation above about 33%, passing the limit was not always enough;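 note: cells stimulated with NPY at EC10 then isoproterenol at EC100; 0% = low agonist plus stimulus and 100% = saturating agonist plus stimulus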
Target sequence (P25929 whole entry, looked up): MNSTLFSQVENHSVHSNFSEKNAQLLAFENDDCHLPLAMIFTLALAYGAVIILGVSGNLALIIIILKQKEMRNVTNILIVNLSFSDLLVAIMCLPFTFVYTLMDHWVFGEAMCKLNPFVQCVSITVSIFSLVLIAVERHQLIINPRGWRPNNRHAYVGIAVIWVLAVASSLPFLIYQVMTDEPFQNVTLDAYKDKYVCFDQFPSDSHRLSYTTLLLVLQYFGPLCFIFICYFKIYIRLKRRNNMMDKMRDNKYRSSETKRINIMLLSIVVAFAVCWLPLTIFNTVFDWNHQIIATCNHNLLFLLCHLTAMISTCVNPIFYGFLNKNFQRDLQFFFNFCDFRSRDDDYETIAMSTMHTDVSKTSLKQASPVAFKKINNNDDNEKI
NPY-Y1 antag: antagonists of human neuropeptide Y receptor Y1 | inhibition, % at 3.6 µM | HEK293-CNG Y1 cells, membrane potential fluorescence; NPY at EC95, then isoproterenol | 200,000 tested, 1% active | P25929;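 active = inhibition above the campaign mean inhibition of all tested compounds plus 3 SD, cut at about 20% in these data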;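 note: 0% = DMSO wells given NPY plus isoproterenol and 100% = isoproterenol alone without NPY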
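Assay system: HEK293 Y1/CNG channel cell line; Doses: single compound dose of 3.6 µM, 0.4% DMSO; Timing: dye 3 h, compound 60 min room temperature, stimulation 45 min; Technique: Membrane-potential fluorescent dye readout; Measure: % inhibition of NPY effect.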
S1P4 antag: human S1P4 receptor antagonism; 220,000 tested, 0.26% active; S1P4-expressing cells, antagonist mode, reporter read-out; O95977; inhibition, % at 4.98 µM; in the data active = inhibition above about 29%;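 note: 0% = wells stimulated with agonist and 100% = vehicle wells without agonist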
The depositor's hits bear a star; / = not tested or not shown.

SMILES	Ba/F3 V617F tox	BaF3 tox	CHOP inhibitor	NPY2 pot ag	p47phox inh	S1P4 ag	NPY1 pot ag	NPY-Y1 antag	S1P4 antag
O=[N+]([O-])c1cccc(S(=O)(=O)N2CCCCCC2)c1	-3	1	-2	2	-2	2.9	0	3	-9
CN(C)c1ccnc(Nc2ccc(F)cc2)c1C#N	-2	2	7	10	-14	0.3	20	7	4
O=C(CCCc1nc(-c2ccccc2Cl)no1)NC1CCCCC1	2	6	39	-19	-12	0.1	-16	3	-14
Cc1cc(C(C#N)c2ccccc2F)n2ncnc2n1 (stereo not given)	-1	0	28	2	0	0.3	-10	0	-22
CCn1c(-c2cc(Cl)ccc2OC)n[nH]c1=S	-3	4	7	8	-2	-2.6	-10	-3	-1
Cc1ccccc1-n1c(Cn2c(=O)sc3ccccc32)nnc1SCC(=O)Nc1nccs1	2	6	32	10	-7	0.4	1	1	6
O=C(NCCCN1CCOCC1)c1ccc([N+](=O)[O-])cc1[N+](=O)[O-]	1	6	-3	-3	-1	-0.5	5	0	-5
Cc1cccc(-n2c(CCc3ccccc3)nnc2SCC(=O)c2ccccc2)c1	-1	8	51	-5	-7	2.0	8	1	-11
Cc1nc2ccc(NC(=O)c3cc([N+](=O)[O-])cc([N+](=O)[O-])c3Cl)cc2s1	-2	7	107*	17	11	6.0	11	-1	66*
O=C1CCCC2=C1C(c1cccs1)n1nc(SCc3ccccc3F)nc1N2 (stereo not given)	-4	6	17	3	-13	2.4	-4	2	-12
CSc1ccc(C(=S)N2CCN(C(c3ccccc3)c3ccccc3)CC2)cc1	0	3	36	0	-9	2.0	0	3	-4
CCC(C)NC(=O)CSc1nc2ccccc2c(=O)n1Cc1ccc(OC)cc1 (stereo not given)	0	3	32	-9	-7	2.1	-15	0	6
CCc1ccc(C(C)NC(=O)Cc2ccc(F)cc2)cc1 (stereo not given)	0	3	-7	-13	2	2.5	8	5	-18
Cc1cc(NC(=O)c2cc(-c3ccccc3)on2)n(-c2ccccc2)n1	-4	4	76*	8	3	-0.3	-11	-1	-10
CC(=O)c1cccc(NC(=O)C(OC(=O)c2cccs2)c2ccccc2)c1 (stereo not given)	-3	3	39	3	-43	-0.8	9	1	-100
O=C(CCS(=O)(=O)c1ccc(Br)cc1)NCc1cccs1	-3	1	-10	-2	-1	-1.0	-1	-1	2
O=S(=O)(N/N=C\c1c(F)cccc1Cl)c1ccc(Cl)cc1	2	0	24	-9	-3	-0.6	-8	5	-12
CC(C)(C)NC(=O)C1CC(=O)OC12CCCCC2 (stereo not given)	1	1	24	-12	-1	-1.0	3	2	-3
CC(C)(C)c1n[nH]c(=S)n(/N=C/c2cccs2)c1=O	3	10	1	-6	-19	-0.9	17	-2	7
CC(=O)Nc1ccc(N2C(=O)CC(N3CCSCC3)C2=O)cc1 (stereo not given)	-5	0	3	6	0	-0.1	-5	6	-7
CC1CCN(C(=O)CSc2ccc(-c3ccccc3)nn2)CC1	2	8	6	0	-4	0.0	2	0	-5
Cc1ccc(C2=CC(C)(c3ccc(C)cc3)Nc3nc(C(F)(F)F)nn32)cc1 (stereo not given)	-2	6	10	-10	-3	0.1	-19	6	5
Cc1cc(C)n(CCc2nc(-c3ccc(F)cc3)cs2)n1	-3	0	32	6	-5	0.6	29	2	-3
COc1ccc(NC(=O)c2cccc(Oc3ccc([N+](=O)[O-])cc3Cl)c2)cc1	1	3	21	-8	4	0.2	-19	-4	-4
CCN(Cc1ccccc1)C(=O)CCCOc1ccccc1	0	6	46	-18	1	1.1	-47	18	6
O=C(C1=C[C@H](C2CCCCC2)C[C@H](OCc2ccc(CO)cc2)O1)N1CCN(Cc2ccccc2)CC1	-3	2	3	11	-8	0.8	1	-2	9
Cc1cc2c(=O)oc(-c3ccccc3Br)nc2s1	3	-2	-16	-14	0	-0.5	8	/	-5
COC(=O)c1ccc(C)c(-n2c(C)cc(C=O)c2C)c1	6	4	-2	-1	-7	-0.3	-6	1	-9
O=C(c1ccco1)N1CCN(S(=O)(=O)c2ccc(S(=O)(=O)NC3CC3)cc2)CC1	-6	0	-16	-3	-14	0.6	-1	2	-11
CN(C)/C=C(\C#N)C(N)=C(C#N)C#N	-5	-3	1	10	-7	-1.0	-10	2	3

Retrieved one by one from the entries so far (six):
SMILES	Ba/F3 V617F tox	BaF3 tox	CHOP inhibitor	NPY2 pot ag	p47phox inh	S1P4 ag	NPY1 pot ag	NPY-Y1 antag	S1P4 antag
Cc1cc(C)n(CCc2nc(-c3ccc(F)cc3)cs2)n1	-3	0	32	6	-5	0.6	29	2	-3
CC(C)(C)c1n[nH]c(=S)n(/N=C/c2cccs2)c1=O	3	10	1	-6	-19	-0.9	17	-2	7
CC(=O)Nc1ccc(N2C(=O)CC(N3CCSCC3)C2=O)cc1 (stereo not given)	-5	0	3	6	0	-0.1	-5	6	-7
O=C(c1ccco1)N1CCN(S(=O)(=O)c2ccc(S(=O)(=O)NC3CC3)cc2)CC1	-6	0	-16	-3	-14	0.6	-1	2	-11
CC1CCN(C(=O)CSc2ccc(-c3ccccc3)nn2)CC1	2	8	6	0	-4	0.0	2	0	-5
CN(C)/C=C(\C#N)C(N)=C(C#N)C#N	-5	-3	1	10	-7	-1.0	-10	2	3

(continued)
SMILES	Ba/F3 V617F tox	BaF3 tox	CHOP inhibitor	NPY2 pot ag	p47phox inh	S1P4 ag	NPY1 pot ag	NPY-Y1 antag	S1P4 antag
N#Cc1cccc(-n2c(-c3ccccc3)nnc2-c2ccccc2)c1C#N	2	4	25	10	-9	-0.1	2	2	-13
O=C1NC(=NCc2ccccc2)S/C1=C\c1ccccc1	-1	7	5	-5	-3	-1.4	-21	4	5
CCCCCCn1c(CN2CCCC(C)C2)nc2c1c(=O)n(C)c(=O)n2C (stereo not given)	-5	1	98*	-1	-1	1.9	-11	5	-7
NS(=O)(=O)c1ccc(CNC(=O)c2ccc(S(=O)(=O)C(F)F)cc2)cc1	-5	-3	10	12	-11	1.8	19	/	-7
NC(=O)c1ncc(C(F)(F)F)cc1Oc1ccc(F)cc1	-1	3	6	13	3	-4.4	-4	5	-10
COc1ccc(C(=O)NNC(=O)CN2CCC(n3nnc4cc(C(F)(F)F)ccc43)CC2)cc1	-4	3	4	9	5	-0.5	-1	-2	-12
CC(C)(C)NS(=O)(=O)CC12CCC(CC1=O)C2(C)C (stereo not given)	-1	3	6	-7	-12	-4.9	16	0	-23
CN1/C(=C/C=C(C#N)C#N)C(C)(C)c2ccccc21	-3	0	11	19	-337	1.1	-1	-2	-6
COC(=O)C1(S(=O)(=O)c2cccc3nsnc23)CC1	3	1	23	9	-14	0.9	-3	-4	-15
O=C(CSc1nnnn1-c1ccccc1)Nc1ncc2c(n1)CC(c1ccco1)CC2=O (stereo not given)	-1	2	30	-8	-4	1.4	-34	-1	2
Cc1ccc(C2(C)NC(=O)N(CC(=O)Nc3ccc4[nH]c(=O)[nH]c4c3)C2=O)cc1 (stereo not given)	-6	4	-5	7	3	-0.4	10	/	-12
Cc1cc(C)cc(OCC(O)CN2CCN(Cc3ccc4c(c3)OCO4)CC2)c1 (stereo not given)	0	0	11	11	-3	-0.1	50*	-2	-16
CN(Cc1nc(Cc2cccc(F)c2)no1)CC1CCOCC1	3	-1	-2	-11	0	-0.5	-13	3	-9
CC(=O)COc1nc2c(c(-c3ccco3)c1C#N)CCc1ccccc1-2	0	4	21	-21	-37	0.8	-21	/	-1
CC1CC(C)CN(CCOc2ccc(Br)cc2)C1 (stereo not given)	7	9	43	-16	-9	-0.8	-15	15	6
O=C(NCCc1c[nH]c2ccccc12)c1cnc2n(c1=O)CCS2	2	5	-5	-6	-17	-0.3	-9	3	2
COC(=O)c1ccc(OC)c(CSc2nnc(COc3ccc(OC)cc3)o2)c1	-1	14	-4	-11	-5	1.4	-20	11	-1
Brc1cccc(-c2nnc(SCc3ccon3)n2-c2ccccc2)c1	-1	2	9	12	-10	0.6	16	-5	-5
CCOC(=O)c1nc(-c2ccc3c(c2)OCO3)[nH]c1C	-3	2	9	3	-7	0.0	5	2	-3
Cc1ccc(NC(=O)N(Cc2ccc3c(c2)OCO3)Cc2cc3cc4c(cc3[nH]c2=O)OCCO4)cc1	-1	5	41	1	-15	-1.1	-12	2	-18
Cc1cc(NC(=O)c2cccc(S(=O)(=O)N(C)C)c2)n(-c2ccccn2)n1	2	3	-16	-1	-7	-1.9	0	-3	9
Cc1ccc(C2(CCNC(C)c3cccs3)CCOC(C(C)C)C2)cc1 (stereo not given)	-1	3	52	11	-1	-0.4	4	4	1
Cc1cc(OC(=O)C2CC2)c([N+](=O)[O-])c(=O)[nH]1	6	10	-6	-13	4	-0.1	-8	2	9
O=C1CC(c2ccc(O)cc2)Oc2cc(O)cc(O)c21 (stereo not given)	-3	0	14	3	-7	1.2	6	-4	-28
CCC1CCCCN1C(=O)COc1ccccc1NC(C)=O (stereo not given)	5	9	0	-5	-2	0.0	-16	-3	-22
O=c1c2ccccc2nc2n1CCC2	-2	3	36	5	2	1.4	4	-1	-15
c1ccc(C(c2ccccc2)c2nc(-c3cccnc3)no2)cc1	-4	3	56	-12	-9	3.1	-4	-6	-25
Cc1cccc(OCCCn2c(=O)oc3ccccc32)c1	0	6	-14	-8	5	1.5	0	11	-13
O=C(CO/N=C/c1ccc(Cl)cc1Cl)NNC(=O)c1ccc(Cl)cc1Cl	1	-4	69	-21	0	-1.3	1	/	7
Cc1cc(C)n(C(=O)CCCCCCCCC(=O)n2nc(C)cc2C)n1	2	7	11	-1	-1	-0.2	-9	3	-11
COc1ccc(C(=O)NNC(=S)NC(=O)c2ccccc2[N+](=O)[O-])cc1	0	2	13	2	-4	0.1	39	-5	-5
N#Cc1ccccc1S(=O)(=O)Nc1ccc2c(c1)C(=O)OC2	-1	4	19	-2	-14	-0.9	10	/	-7
Cc1ccc(NC(=O)CN2C(=O)N/C(=C/c3ccc(C)s3)C2=O)cc1	-5	0	20	-5	-151	1.3	-11	0	-16
Cn1cccc1CNCc1ccc(F)cc1	-2	1	0	10	-8	3.1	4	9	-26
O=C(O)CCCNc1ccc(S(=O)(=O)N2CCCCC2)cc1	1	3	-7	-4	-8	-0.1	-20	2	-4
CN(c1ccc(C(=O)Nc2ccccc2C(=O)N2CCCC2)cc1)S(C)(=O)=O	4	4	7	-3	5	-0.8	4	3	-4
COc1ccc(OC)c(C2=NOC(C(=O)NCc3cccs3)C2)c1 (stereo not given)	2	9	28	-7	-6	1.4	1	1	-13
O=C(Nc1ccc(N2CCOCC2)cc1)c1ccc([N+](=O)[O-])cc1	-5	2	-19	-4	3	-0.3	5	-3	-10
O=C(CSc1nnc(-c2cccs2)n1-c1ccccc1)N1CCc2ccccc21	0	1	/	-10	/	1.4	15	-5	-8
COC(=O)c1cccc(NC(=O)c2onc3c2CCCC3)c1	2	6	12	-7	-15	1.3	-20	13	-22
O=C(N/C(=C\c1cccs1)C(=O)N1CCCCCC1)c1ccccc1	3	5	15	6	0	-1.8	-21	2	-3
COc1ccc(CC(NC(C)=O)C(=O)NC2CCN(c3nc(C)cc(C)c3C#N)CC2)c(OC)c1 (stereo not given)	5	8	11	12	-11	-0.1	-12	1	-7
CC(=O)NCCCNS(=O)(=O)c1ccc(C)cc1	0	3	22	-1	-1	3.3	7	2	-18
COC(C(=O)NCc1ccc(C)cc1)c1ccccc1 (stereo not given)	0	10	-3	-24	-3	-2.5	3	-7	-8
Cc1cc(C(=O)OCC(=O)c2ccc(Br)s2)no1	3	3	-27	-10	-30	-1.6	-10	-7	11
